# Screening results: PubChem, Sanford-Burnham Center for Chemical Genomics
# Mdm2-MdmX inh = inhibitors of human Mdm2/MdmX interaction. actives 3% (n = 330,000). O15151+Q00987. SaOS-2 split-luciferase Mdm2/MdmX complementation, luminescence. inhibition, % at 8 µM;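 active means inhibition of at least 50% at 8 µM in the primary screen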
# 697 NFkB inh = inhibitors of the PMA/ionomycin-induced NF-kB reporter in 697 B cells. 697 B-cell NF-kB luciferase reporter, 16 h. inhibition, % at 4 µM. actives 0.33% (n = 330,000). AID 435022; in the data active means inhibition above about 35%
# CHOP UPR activ = activators of apoptotic arm of unfolded protein response (CHOP); CHO-CHOP luciferase reporter, UPR activation, luminescence; percent of tunicamycin response over DMSO baseline; actives 0.34% (n = 330,000); activation, % at 10 µM;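 active means at 10 µM dose, activation of 40% or more, normalized to positive control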;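 further: 100% = tunicamycin at 10 µg/mL and 0% = DMSO alone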
#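 Test system: CHO CHOP reporter cells. Input: 500 CHO-CHOP cells per well. Medium: F12 with 10% FBS. Technique: luciferase luminescence. Measure: percent activation relative to tunicamycin control. Dosing: 10 µM compound, 0.5% DMSO. Timing: 16-18 h cell attachment, then 6 h compound exposure, 37 °C.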
# Jurkat NFkB inh = inhibitors of the PMA/ionomycin-induced NF-kB reporter in Jurkat cells; inhibition, % at 4 µM; PMA/ionomycin-induced NF-kB luciferase reporter, luminescence; actives 0.53% (n = 330,000); in the data active means inhibition above about 50%
# tim23-1 inh = growth inhibitors of tim23-1 mutant yeast; S. cerevisiae tim23-1 growth, BacTiter-Glo luminescence, 24 h; inhibition, % at 20 µM; actives 1.3% (n = 330,000); AID 463212;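 active means growth inhibition of the mutant yeast at or above 50%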;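 further: temperature-sensitive mutant grown at 25 °C; plate controls were DMSO-treated mutant yeast for no effect and medium wells lacking yeast for full effect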
# APJ antag = APJ receptor antagonism. P35414. CHO-K1 APJ beta-arrestin complementation, luminescence. inhibition, % at 20 µM. actives 0.32% (n = 330,000);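 active means inhibition above about 40% at 20 µM, limit read from the data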;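 further: cells challenged with 10 nM apelin-13 agonist together with compound; plate controls were apelin-13 plus DMSO wells for no effect and DMSO wells lacking apelin-13 for full effect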
# Target sequence (P35414 whole entry, looked up): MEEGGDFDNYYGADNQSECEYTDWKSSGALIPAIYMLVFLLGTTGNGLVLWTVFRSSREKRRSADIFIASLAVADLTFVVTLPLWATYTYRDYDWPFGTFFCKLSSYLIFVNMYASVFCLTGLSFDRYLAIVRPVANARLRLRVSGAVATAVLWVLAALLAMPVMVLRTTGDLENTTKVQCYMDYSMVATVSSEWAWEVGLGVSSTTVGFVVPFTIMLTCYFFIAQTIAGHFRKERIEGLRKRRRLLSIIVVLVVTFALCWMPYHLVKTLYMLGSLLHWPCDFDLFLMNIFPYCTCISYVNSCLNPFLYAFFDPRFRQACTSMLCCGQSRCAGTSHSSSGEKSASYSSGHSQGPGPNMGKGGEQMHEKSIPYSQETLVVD
# UPR XBP1 act = adaptive UPR (XBP1) activation; actives 0.33% (n = 330,000); activation, % at 20 µM; CHO-XBP1 luciferase reporter, IRE1-XBP1 UPR activation, luminescence; percent of tunicamycin response, DMSO as zero;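 active means versus positive control, 20 µM dose yields 30% or more activation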;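 further: 100% = tunicamycin at 10 µg/mL and 0% = DMSO only wells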
#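 Assay system: IRE1-XBP1 luciferase reporter CHO line. Input: 1000 cells/well. Buffer or medium: F12 with 10% serum. Doses: 20 µM, 1% DMSO. Times: overnight seeding at 37 °C, 6 h compound treatment at 37 °C. Technique: Steady-Glo luciferase glow luminescence, 10 min after reagent addition.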
# APJ agonist = activates the human apelin receptor APJ | activation, % at 20 µM | actives 0.11% (n = 330,000) | CHO-K1 APJ PathHunter beta-arrestin, luminescence; 0% DMSO wells, 100% apelin | P35414;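 active means activation more than six SD over the plate average, tested at 20 µM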;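 further: 0% = DMSO alone and 100% = apelin-13 at 10 nM; some results filed as inactive read as strong as hits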
#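 Material: engineered CHO-K1 APJ arrestin reporter cells; amount: 1000 CHO-K1 reporter cells seeded per well; incubation: compound stimulation 90 min at 25 °C, detection 60 min; signal: luminescent beta-gal fragment complementation, chemiluminescent substrate; read-out basis: APJ agonist activity; controls: DMSO-only wells as negative, 10 nM Apelin-13 as positive control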
# * hit, by the source's call; . = no result given.
SMILES,Mdm2-MdmX inh,697 NFkB inh,CHOP UPR activ,Jurkat NFkB inh,tim23-1 inh,APJ antag,UPR XBP1 act,APJ agonist
CCOC(=O)c1nc(S(C)(=O)=O)ncc1Cl,33,-62,-6.6,21,7,32,-9,0
O=C1C(=O)N(c2nccs2)C(c2ccccc2F)/C1=C(\O)c1ccc2c(c1)OCCO2 (stereo not given),71*,19,20,-5,1,-2,0,-1
Cc1ccc(CCCOC(=O)C[N+]2(C)CCCC2)cc1,5,-21,1.6,20,16,14,-2,6
Cc1ccc(NC(=O)COC(=O)c2ccc(-n3cnnn3)cc2)c(Br)c1,-27,4,4.7,6,-5,-2,1,-3
Cc1sc2ncn(CC(=O)NCCCC(=O)N3CCCCC3)c(=O)c2c1C,9,1,-1.1,-4,4,11,-5,-3
Cc1cccc(N/N=C(\C=N\N)C(=O)c2ccc(Br)cc2)c1,9,3,-0.5,-4,7,-12,-3,-5
C=CCc1ccccc1OCC(O)CN(C(C)C)C(C)C (stereo not given),-4,1,1.1,3,14,5,-2,-1
Cn1cc(C(=O)C(=O)NC2CCCCC2)c2ccccc21,1,-4,2.3,-47,49,1,0,-5
Cc1ccc2c(c1)N(C(=O)CCC(=O)NCCCN1CCN(C)CC1)CC(C)O2 (stereo not given),10,-10,-0.8,-9,0,0,3,-3
c1ccc(-c2cnnc(N3CCCCC3)n2)cc1,-33,-45,2.6,-57,25,-17,2,-4
CC12CCC(C(=O)N3CCc4ccccc43)(CC1=O)C2(C)C (stereo not given),21,-6,1.6,-21,24,16,-5,-1
CCOc1cc(NC(=S)NCC2CCCO2)c(OCC)cc1NC(=O)c1ccccc1C (stereo not given),-4,11,2.9,1,31,19,1,-5
COc1ccc(OC)c(NC(=O)N[C@@H](Cc2ccccc2)C(=O)O)c1,30,11,1.9,0,-1,-4,-2,-7
CCOc1ccc(NC(=S)N2CCCN(Cc3cccc(Cl)c3)C2)cc1,-9,16,1.5,3,10,20,4,-3
CN(C)S(=O)(=O)c1cccc(NC(=O)COC(=O)/C=C/c2ccc([N+](=O)[O-])cc2)c1,-2,11,0.2,9,-3,-42,-4,5
O=C(CNc1cc(S(=O)(=O)N2CCOCC2)ccc1N1CCCC1)N1CCc2ccccc21,19,18,0.2,1,14,10,-1,-2
CCOc1ccc2ccccc2c1C1NC(=O)N(C)C(C)=C1C(=O)OCCOC (stereo not given),18,-9,0.3,13,22,-11,-7,5
CCOc1ccc(C(=O)N2CCN(c3ccccc3)CC2)cc1,-19,-28,1.2,-32,11,14,0,-3
COC(=O)c1c(NC(=O)COC(=O)C2CCC2)sc(C)c1C,39,13,-1.0,-17,20,4,1,2
CN1/C(=C/c2cccc[n+]2CCO)Sc2ccccc21,1,-13,-1.6,0,3,-5,0,-3

# An excerpt from above in order of the Jurkat NFkB inh value, falling:
SMILES | Mdm2-MdmX inh | 697 NFkB inh | Jurkat NFkB inh | APJ antag
CCOc1ccc2ccccc2c1C1NC(=O)N(C)C(C)=C1C(=O)OCCOC (stereo not given) | 18 | -9 | 13 | -11
CCOc1ccc(NC(=S)N2CCCN(Cc3cccc(Cl)c3)C2)cc1 | -9 | 16 | 3 | 20
COc1ccc(OC)c(NC(=O)N[C@@H](Cc2ccccc2)C(=O)O)c1 | 30 | 11 | 0 | -4
Cc1sc2ncn(CC(=O)NCCCC(=O)N3CCCCC3)c(=O)c2c1C | 9 | 1 | -4 | 11
c1ccc(-c2cnnc(N3CCCCC3)n2)cc1 | -33 | -45 | -57 | -17

# Compound profiles, as listed above. Screens in order: Mdm2-MdmX inh | 697 NFkB inh | CHOP UPR activ | Jurkat NFkB inh | tim23-1 inh | APJ antag | UPR XBP1 act | APJ agonist
# CCOc1ccc2ccccc2c1C1NC(=O)N(C)C(C)=C1C(=O)OCCOC (stereo not given) reads 18 | -9 | 0.3 | 13 | 22 | -11 | -7 | 5
# Cc1cccc(N/N=C(\C=N\N)C(=O)c2ccc(Br)cc2)c1 reads 9 | 3 | -0.5 | -4 | 7 | -12 | -3 | -5

# (list continues)
SMILES,Mdm2-MdmX inh,697 NFkB inh,CHOP UPR activ,Jurkat NFkB inh,tim23-1 inh,APJ antag,UPR XBP1 act,APJ agonist
CCN(CC(=O)Nc1c(F)cccc1F)C(=O)c1ccc(Sc2nncn2C)c([N+](=O)[O-])c1,23,12,0.6,8,-14,10,2,6
CC(C)CN(CCNC(=O)CN1C(=O)COc2ccc(S(=O)(=O)N3CCC(C)CC3)cc21)CC(C)C,31,12,-1.1,-19,-4,11,-3,-3
O=C(O)c1ccc(CSCc2c(F)cccc2Cl)o1,7,-1,1.3,-5,6,-2,1,-2
Oc1c(C(c2ccco2)N2CCC3(CC2)OCCO3)sc2ncnn12 (stereo not given),10,-2,0.8,0,-1,14,-3,1
CC(C)CN(CC(C)C)C(=O)CC(=O)NC(=O)c1ccc(Cl)cc1,13,-23,0.7,-10,41,15,3,-2
CC(=O)c1ccc(N2CCN(c3ccccc3O)CC2)c([N+](=O)[O-])c1,2,-9,11,4,20,-2,1,8
FC(F)(F)c1ccccc1NC(=S)N1CCCC1,18,0,0.4,-8,11,7,-4,-4
C[C@@H]1CC=C[C@@H]2[C@H]1C(=O)N(Cc1ccccc1)[C@H]2c1cccc(Br)c1,65*,18,2.5,.,44,.,-2,.
COc1ccc(N2CCN(Cc3cc(OC)c(O)c([N+](=O)[O-])c3)CC2)cc1,-5,13,0.5,-6,-6,9,-2,-3
CN(C)S(=O)(=O)c1ccc(C(=O)NCc2cccs2)cc1,12,-6,-0.2,-1,8,8,-1,-4
C=CCn1cc(/C=N/N2C(=O)C3C4C=CC(C4)C3C2=O)c2ccccc21 (stereo not given),9,0,-1.7,-13,9,0,0,0
CC(NC(=O)COc1ccc(S(=O)(=O)N2CCCC2)cc1)c1ccccc1 (stereo not given),14,16,0.4,4,8,25,-1,-4
O=C(CNc1cccc(F)c1)N1CCc2ccccc2C1,-5,-40,1.9,-68,6,-5,1,-2
COc1ccc(-c2csc(-c3ccc(C(=O)O)cc3)n2)cc1,-44,-235,3.4,-103,11,17,2,-3
Cc1ccccc1NS(=O)(=O)c1c(C(=O)N2CCCCCC2)c(C)n(C)c1C,2,13,-2.6,-10,9,-10,-5,-2
COc1ccc(-c2n[nH]c(C)c2-c2cnn(-c3ccccc3)c2)c(O)c1C,20,13,1.6,12,51*,-10,1,-2
CC(C)(C)C(=O)Nc1ccc(NC(=O)c2ccco2)nc1,90*,-33,-9.2,78*,8,6,-12,0
O=C(O/N=C(\c1ccccc1)c1ccccn1)c1cccc2ccccc12,87*,-3,1.8,5,45,-23,3,4
Cc1nn(-c2ccccc2)c2sc(-c3nnc(SCC(=O)O)o3)cc12,20,20,-0.2,0,13,0,0,-1
CCCC(=O)Nc1ccc(Cl)c(NC(=S)NC(=O)c2ccco2)c1,9,-9,-0.1,4,0,22,2,-4
CC(=O)Nc1ccc(C(=O)NCCc2ccccc2)cc1,-15,-45,4.6,-38,-5,-4,4,-4
CC(=O)N1CCN(CC(=O)Nc2ccccc2Sc2ccccc2)CC1,-5,-49,1.9,-6,-12,-3,-1,1
COc1ccc2c(c1)C1CC(C)(NC(=O)C1S(=O)(=O)c1ccc(F)cc1)O2 (stereo not given),-3,-28,0.3,2,16,8,-1,-3
Oc1ccc2ccccc2c1/C=N/Nc1ccccc1,9,-8,1.8,6,35,-3,-1,-1
Cc1ccc(C(C)C)cc1OCCCCN1CCCC1,17,-9,5.4,0,4,9,0,-1
CCc1nnc(NC(=O)COc2ccc3ccccc3c2)s1,24,14,-0.7,6,12,-14,-2,-3
CCCOc1ccc(/C=C/C(=O)Nc2ccc([N+](=O)[O-])cc2C)cc1OC,22,5,-1.9,8,-1,18,1,-3
COc1ccc(-c2csc(N3CCN(S(=O)(=O)c4ccc5c(c4)NC(=O)CO5)CC3)n2)cc1,46,-11,3.0,8,-10,24,-4,3
COc1ccc(C/C(N)=N/OC(=O)C(c2ccccc2)c2ccccc2)cc1OC,46,-1,1.8,-2,-20,-8,-3,4
Cc1nn(Cc2ccc(F)cc2)c(C)c1NC(=O)c1cccnc1Cl,3,3,3.6,4,10,14,-1,1
CC(C)(C)CC(C)(C)NC(=O)/C=C/C(=O)O,32,15,-0.1,21,7,11,-1,-1
COC(=O)c1ccccc1NC(=O)CN1CCC(C(=O)c2ccc3c(c2)OCCO3)CC1,62*,-9,-0.4,5,25,9,-3,4

# Among those listed so far, these contain fluorine:
SMILES,Mdm2-MdmX inh,697 NFkB inh,CHOP UPR activ,Jurkat NFkB inh,tim23-1 inh,APJ antag,UPR XBP1 act,APJ agonist
O=C1C(=O)N(c2nccs2)C(c2ccccc2F)/C1=C(\O)c1ccc2c(c1)OCCO2 (stereo not given),71*,19,20,-5,1,-2,0,-1
CCN(CC(=O)Nc1c(F)cccc1F)C(=O)c1ccc(Sc2nncn2C)c([N+](=O)[O-])c1,23,12,0.6,8,-14,10,2,6
O=C(O)c1ccc(CSCc2c(F)cccc2Cl)o1,7,-1,1.3,-5,6,-2,1,-2
FC(F)(F)c1ccccc1NC(=S)N1CCCC1,18,0,0.4,-8,11,7,-4,-4
O=C(CNc1cccc(F)c1)N1CCc2ccccc2C1,-5,-40,1.9,-68,6,-5,1,-2
COc1ccc2c(c1)C1CC(C)(NC(=O)C1S(=O)(=O)c1ccc(F)cc1)O2 (stereo not given),-3,-28,0.3,2,16,8,-1,-3
Cc1nn(Cc2ccc(F)cc2)c(C)c1NC(=O)c1cccnc1Cl,3,3,3.6,4,10,14,-1,1
